LYP act – LYP (human) phosphatase activation | Q9Y2R2 | recombinant LYP, DiFMUP fluorescence; 0 = plate median, 100 = signal doubled | activation, % at 2 µM | hit rate 0.11% among 96,000 | AID 697;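 active = activation at 2 µM above a set limit, the mean plus 5 SD, cut at about 37% in these data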
Target sequence (Q9Y2R2 whole entry, looked up): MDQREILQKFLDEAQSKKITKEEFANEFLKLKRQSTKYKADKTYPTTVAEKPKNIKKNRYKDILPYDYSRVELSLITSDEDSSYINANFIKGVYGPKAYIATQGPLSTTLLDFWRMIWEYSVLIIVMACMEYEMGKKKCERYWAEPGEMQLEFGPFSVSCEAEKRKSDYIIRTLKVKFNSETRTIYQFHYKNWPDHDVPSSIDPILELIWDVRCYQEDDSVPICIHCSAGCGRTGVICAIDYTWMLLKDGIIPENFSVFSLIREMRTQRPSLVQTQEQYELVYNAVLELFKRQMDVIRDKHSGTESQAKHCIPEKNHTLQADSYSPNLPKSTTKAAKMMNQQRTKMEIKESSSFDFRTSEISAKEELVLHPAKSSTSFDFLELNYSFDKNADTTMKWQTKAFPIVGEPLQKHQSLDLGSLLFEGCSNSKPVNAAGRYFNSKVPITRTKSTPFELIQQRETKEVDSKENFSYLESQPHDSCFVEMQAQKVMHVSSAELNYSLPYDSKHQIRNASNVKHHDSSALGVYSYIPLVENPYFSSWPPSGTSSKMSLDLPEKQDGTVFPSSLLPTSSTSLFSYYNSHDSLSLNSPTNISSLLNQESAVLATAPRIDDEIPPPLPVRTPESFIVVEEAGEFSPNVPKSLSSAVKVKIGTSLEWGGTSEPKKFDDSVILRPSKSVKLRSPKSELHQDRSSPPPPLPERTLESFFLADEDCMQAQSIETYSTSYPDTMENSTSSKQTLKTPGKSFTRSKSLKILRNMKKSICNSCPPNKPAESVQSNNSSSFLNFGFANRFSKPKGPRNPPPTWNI
HUVEC tox IL1B – toxic to HUVEC cells under IL-1B stimulation; HUVEC cell count loss, Hoechst imaging, IL-1B stimulated; cell count reduction, % at 2 µM; hit rate 0.41% among 94,000;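 active = cell count reduction more than 3 SD above the screen-wide mean, cut at about 70% in these data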;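 note: normalized per plate to untreated control cells as the no-loss baseline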
VCAM1 TNFa inh – reduces TNF alpha induced VCAM1 expression in HUVEC; AID 802; hit rate 0.48% among 95,000; HUVEC TNFa-induced VCAM-1 immunofluorescence, high-content imaging; inhibition, % at 2 µM;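 active = inhibition above the batch mean plus 3 SD, with images confirmed as a hit by eye, cut at about 37% in these data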;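 note: 0% = TNF-stimulated DMSO wells and 100% = unstimulated control wells; not every result past the cut was called active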
F-actin modifier – cytoskeleton assembly modification | HUVEC TNFa F-actin phalloidin imaging, high content | inhibition, % at 2 µM | hit rate 0.18% among 91,000;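 active = inhibition above the batch mean plus 3 SD and confirmed as a hit by visual image inspection, cut at about 30% in these data, passing the limit was not always enough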; note: strong numbers were not always called active
FAK blocker – FAK (human) kinase inhibition. Q05397. hit rate 0.84% among 97,000. biochemical FAK kinase activity assay. inhibition, %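 (tested at 7 µM)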. AID 727; in the data active = inhibition above about 19%;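 note: 0% = DMSO and 100% = reference compound high control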
TNFa cytotox – HUVEC cytotoxicity counter-screen, TNF alpha stimulated; HUVEC TNFalpha-stimulated, Hoechst cell count, imaging; cell count reduction, % at 2 µM; hit rate 0.17% among 93,000; AID 848;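 active = cell count reduction exceeding the screen mean by over 5 SD, scaled to untreated wells per plate, cut at about 78% in these data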;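 note: cells counted after 24 h of TNF alpha exposure following the 1 h pretreatment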
LYP inh 2 – inhibitors of human LYP (PTPN22) phosphatase; hit rate 0.21% among 96,000; Q9Y2R2; recombinant LYP catalytic domain, DiFMUP fluorescence; inhibition, % at 2 µM;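 active = inhibition at 2 µM at or above a set limit, the screen mean plus 3 SD, cut at about 24% in these data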;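 note: 0% = DMSO with enzyme and 100% = enzyme fully blocked by orthovanadate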
Pyk2 oligo antag – blocks oligomerization of human Pyk2 in cells; Q14289; Q293 cells, Pyk2 FERM NanoBiT luminescence; stronger effect = lower value; z-score (the deposit names both 25 µM and 10 µM); hit rate 0.83% among 99,000;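 active = Z-score of -3 or lower, scaled per plate to the spread of control and sample wells; inactive = z-score above -3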;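 note: negative z-score means lost luminescence so less FERM oligomerization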
ERa coact inh – ER-alpha (human) coactivator binding inhibition | P03372 | TR-FRET ER-alpha LBD / SRC-1 peptide, estradiol-bound | inhibition, % at 25.6 µM | hit rate 1.7% among 86,000; in the data active = inhibition above about 50%;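 note: 0% = receptor plus peptide control and 100% = peptide only without receptor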
Starred values were filed as active, the others as inactive; . = no result given; [ ] = another dose, or the depositor's remark.

entry	molecule	LYP act	HUVEC tox IL1B	VCAM1 TNFa inh	F-actin modifier	FAK blocker	TNFa cytotox	LYP inh 2	Pyk2 oligo antag	ERa coact inh
1	C/C(=C\c1ccco1)C1Nc2cccc3cccc(c23)N1	-18.1	17.2	-24.7	-14.1	-1.5	9.7	20.4	.	16.1[fluorescence artefact?]
2	CN1CCN(NC(=O)CN2C(=O)/C(=C/c3c(Cl)cccc3Cl)SC2=S)CC1	-5.9	-3.2	-4.2	-24.2	-4.8	13.6	8.6	0.57	.
3	COC(=O)/C(=C\Nc1ccc(Cl)c2ccccc12)c1ncc(C(F)(F)F)cc1Cl	-3.8	19.6	-10.0	6.9	-0.5	-12.7	4.7	-3.35*	55.0*
4	Cc1ccsc1/C=C1/SC(=O)N(CC(=O)N2CCOCC2)C1=O	0.4	15.2	3.4	-8.7	3.1	-9.9	1.8	-1	.
5	CCN1C(=O)c2ccccc2S(=O)(=O)c2ccc(C(=O)N3CCOCC3)cc21	-2.3	8.1	19.3	4.3	-2.0	5.0	-0.6	.	0.6[fluorescence artefact?]
6	CCCCNC(=O)c1onc(CSc2cccc(C)c2)c1C(=O)O	-6.9	-22.1	0.8	25.8	-4.2	0.9	9.2	.	.
7	COc1cc(OC)c(C2=NOC(C(=O)NCCc3ccccc3)C2)cc1Cl (configuration not stated)	-3.3	-10.3	-0.5	.	-0.2	-69.2	4.3	-0.5	-5.7
8	CCCNC(=O)C(Cc1ccccc1)NS(=O)(=O)c1ccc2c(c1)c(=O)n(C)c(=O)n2C (configuration not stated)	-7.6	-9.9	16.4	-12.6	6.9	22.8	6.8	.	-6.3
9	COc1ccc(C2c3c(oc4ccccc4c3=O)C(=O)N2Cc2ccncc2)cc1OC (configuration not stated)	6.8	-19.4	9.9	-16.7	-2.1	2.7	-0.4	.	13.5[fluorescence artefact?]
10	O=C(Nc1nnc(SCc2ccc(Cl)cc2)s1)C1CCCO1 (configuration not stated)	-6.1	-1.4	1.0	-13.7	2.8	-4.6	7.8	1.24	-8.5
11	CC(C)(O)C#Cc1ccccc1C(=O)NC(CC(N)=O)C(=O)O (configuration not stated)	-2.2	-28.4	18.5	-2.7	-3.5	-2.7	0.9	0.23	-6.1
12	CCOCCn1c(N2CCN(c3ccc(OC)cc3)CC2)nc2c1c(=O)n(C)c(=O)n2C	-0.6	1.2	-12.3	7.8	-1.7	-32.0	0.0	0.68	4.8
13	O=C(CN1C(=O)CCSc2ccccc21)Nc1ccc2c(c1)OCCO2	-3.1	16.2	10.2	-3.4	4.4	7.9	0.6	-0.35	.
14	CCC1(CC)Cc2ccccc2-c2nc(NCCO)[nH]c(=O)c21	-3.0	-14.4	-4.1	2.9	1.6	-0.4	3.4	0.25	5.2
15	c1ccc(C2=Nn3c(nnc3-c3cc(-c4ccccc4)n[nH]3)SC2)cc1	-2.4	-7.5	-2.6	0.7	-0.7	-11.2	0.2	-3.26*	25.9
16	Cc1cc(NC(=O)C2C3C(=O)N(Cc4ccc(Cl)cc4)C(C(=O)NC(C)(C)C)C34C=CC2(C)O4)no1 (configuration not stated)	-4.8	-0.8	7.7	4.9	-1.9	-32.2	2.1	-0.41	0.8
17	FC(F)(F)c1cc(-c2ccccc2)nc(NC2CCCC2)n1	4.4	-8.1	5.9	.	-0.2	-17.3	-3.9	0.56	-0.6
18	O=C(OCCN1C(=O)c2ccccc2C1=O)c1cc(S(=O)(=O)N2CCOCC2)ccc1Cl	-7.8	14.5	20.7	-0.2	7.1	6.2	8.0	-0.78	1.0
19	CCCC(=O)c1cc(-c2nc3ccccc3n2C)n(C)c1	0.9	-35.5	11.5	-1.2	3.3	7.0	-4.4	0.07	-11.8
20	C=CCn1c(=O)c2ccccc2n2c(SCC(=O)Nc3cc(C)on3)nnc12	-16.6	7.6	15.0	-8.1	2.9	-10.6	18.9	1.13	-9.7

Some of the entries above in another layout:
[12] CCOCCn1c(N2CCN(c3ccc(OC)cc3)CC2)nc2c1c(=O)n(C)c(=O)n2C
  LYP act = -0.6
  HUVEC tox IL1B = 1.2
  VCAM1 TNFa inh = -12.3
  F-actin modifier = 7.8
  FAK blocker = -1.7
  TNFa cytotox = -32.0
  LYP inh 2 = 0.0
  Pyk2 oligo antag = 0.68
  ERa coact inh = 4.8
[17] FC(F)(F)c1cc(-c2ccccc2)nc(NC2CCCC2)n1
  LYP act = 4.4
  HUVEC tox IL1B = -8.1
  VCAM1 TNFa inh = 5.9
  F-actin modifier = .
  FAK blocker = -0.2
  TNFa cytotox = -17.3
  LYP inh 2 = -3.9
  Pyk2 oligo antag = 0.56
  ERa coact inh = -0.6
[3] COC(=O)/C(=C\Nc1ccc(Cl)c2ccccc12)c1ncc(C(F)(F)F)cc1Cl
  LYP act = -3.8
  HUVEC tox IL1B = 19.6
  VCAM1 TNFa inh = -10.0
  F-actin modifier = 6.9
  FAK blocker = -0.5
  TNFa cytotox = -12.7
  LYP inh 2 = 4.7
  Pyk2 oligo antag = -3.35*
  ERa coact inh = 55.0*

New compounds follow
entry	molecule	LYP act	HUVEC tox IL1B	VCAM1 TNFa inh	F-actin modifier	FAK blocker	TNFa cytotox	LYP inh 2	Pyk2 oligo antag	ERa coact inh
21	COc1ccccc1-c1nnc(SC2CCc3ccccc3NC2=O)s1 (configuration not stated)	-7.1	5.5	-16.5	7.0	-1.8	-26.1	8.6	-2.2	-9.2
22	Cc1c(CN(C)C)c2c(n1C)C(=O)c1ccc(Br)cc1-2	4.4	-18.2	.	7.3	-5.3	.	-5.5	0.7	-12.1[fluorescence artefact?]
23	Cc1ccccc1NC(=O)N(C(C)C)C(C)C	1.5	18.7	-5.4	-5.8	-1.0	12.0	0.1	-0.05	-19.4
24	CCS(=O)(=O)N1CCC(C(=O)NCCCN2CCCCCC2)CC1	-4.3	4.5	22.2	-12.4	3.8	-17.5	2.0	-0.04	-3.1[fluorescence artefact?]
25	CCc1ccc(OCCCC(=O)O)c(Br)c1	-8.0	-10.5	15.4	4.7	-3.4	-22.6	6.7	1.83	-5.8
26	Cc1[nH]n2c(=O)c(C#N)c(-c3ccccc3)nc2c1-c1ccccc1	0.9	-2.3	-25.5	-0.9	-11.1	-10.2	2.7	-2.21	-26.0[fluorescence artefact?]
27	COc1nc(NCc2ccco2)nc(N2CCC(C)CC2)n1	-1.9	8.4	8.2	0.5	-1.6	-13.4	1.2	-0.45	-3.6
28	CCC(=O)Nc1ccc(S(=O)(=O)N2CCOCC2)cc1	5.2	12.9	-6.9	7.8	0.1	-1.3	-3.3	0.66	0.7[fluorescence artefact?]

Some of these compounds in order of molecular weight, highest first.
entry	molecule	LYP act	HUVEC tox IL1B	VCAM1 TNFa inh	F-actin modifier	FAK blocker	TNFa cytotox	LYP inh 2	Pyk2 oligo antag	ERa coact inh
9	COc1ccc(C2c3c(oc4ccccc4c3=O)C(=O)N2Cc2ccncc2)cc1OC (configuration not stated)	6.8	-19.4	9.9	-16.7	-2.1	2.7	-0.4	.	13.5[fluorescence artefact?]
21	COc1ccccc1-c1nnc(SC2CCc3ccccc3NC2=O)s1 (configuration not stated)	-7.1	5.5	-16.5	7.0	-1.8	-26.1	8.6	-2.2	-9.2
25	CCc1ccc(OCCCC(=O)O)c(Br)c1	-8.0	-10.5	15.4	4.7	-3.4	-22.6	6.7	1.83	-5.8
